IMPase inh – qHTS Assay for Identifying the Cell-Membrane Permeable IMPase Inhibitors; CHO-M1 cells, IP1 accumulation, HTRF TR-FRET ratio; inhibition (IP1 accumulation), % at 46.1 µM; AID 901, 2007; 120,000 tested, under 10 active; active = well fitted curve in the direction sought with a large enough effect in the signal ratio, not every such curve was filed as active; inconclusive = small, poorly fitted or top-dose-only effect, or a change in a side signal; inactive = no such curve, though single readings can be large or run the other way; the % refers to the signal ratio;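 also: cells stimulated with carbachol in lithium chloride buffer; plate controls were DMSO basal wells for no effect and reference inhibitor wells for full effect; higher means more IMPase inhibition seen as more IP1 and lower FRET ratio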
Target sequence (P97697 whole entry, looked up): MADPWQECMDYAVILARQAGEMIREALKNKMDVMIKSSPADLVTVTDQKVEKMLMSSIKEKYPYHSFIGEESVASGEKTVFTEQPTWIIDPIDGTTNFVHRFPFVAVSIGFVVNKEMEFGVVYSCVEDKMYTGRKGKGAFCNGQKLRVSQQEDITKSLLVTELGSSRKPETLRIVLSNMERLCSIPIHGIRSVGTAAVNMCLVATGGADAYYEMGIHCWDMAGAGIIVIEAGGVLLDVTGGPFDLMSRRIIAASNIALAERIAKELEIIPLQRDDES
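Seeded CHO-M1 cells were dosed with compound at up to 46 uM, stimulated with carbachol for 30 min, then lysed in IP-One detection reagents. Higher IP1 lowers the TR-FRET signal.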
ALOX12 inhib – qHTS Assay for Inhibitors of 12-hLO (12-human lipoxygenase) | Polyunsaturated fatty acid lipoxygenase ALOX12 (Homo sapiens), P18054 | purified 12-hLO, xylenol orange hydroperoxide absorbance | Potency, µM (doses to about 57.1 µM), for inactives: top-dose activity change, negative = inhibition, actives largely listed as inhibitors | 0.12% of 150,000 active; also: potency is read from the fitted curve at half-maximal effect; nearly all actives have a fitted effect of over 55% in size; many of its hits are not listed in these tables
Target sequence (P18054 whole entry, looked up): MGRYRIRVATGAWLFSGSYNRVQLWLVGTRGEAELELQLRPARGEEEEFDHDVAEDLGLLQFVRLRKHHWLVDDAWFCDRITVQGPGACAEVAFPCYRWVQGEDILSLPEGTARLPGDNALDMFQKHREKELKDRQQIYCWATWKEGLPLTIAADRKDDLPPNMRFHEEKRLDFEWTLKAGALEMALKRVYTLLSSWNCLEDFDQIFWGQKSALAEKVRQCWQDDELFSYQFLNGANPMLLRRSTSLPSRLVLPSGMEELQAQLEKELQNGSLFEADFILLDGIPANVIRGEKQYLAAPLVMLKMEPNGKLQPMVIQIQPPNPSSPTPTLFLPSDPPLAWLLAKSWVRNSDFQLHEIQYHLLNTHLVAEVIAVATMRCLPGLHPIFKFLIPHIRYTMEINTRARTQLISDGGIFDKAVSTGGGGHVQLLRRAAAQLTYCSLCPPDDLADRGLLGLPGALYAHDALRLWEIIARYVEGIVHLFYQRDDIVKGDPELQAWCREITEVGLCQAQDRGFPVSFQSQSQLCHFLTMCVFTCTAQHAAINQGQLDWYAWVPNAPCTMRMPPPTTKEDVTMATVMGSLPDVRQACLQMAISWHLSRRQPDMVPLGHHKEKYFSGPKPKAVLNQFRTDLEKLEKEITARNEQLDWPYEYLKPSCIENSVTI
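150 nM 12hLO, 25 mM Hepes pH 7.0 + 0.01% Triton X-100; cpd preinc 15 min RT; 40 uM arachidonic acid, 30 min RT; Fe-XO 30 min; A573/A405 ratio as read-out.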
15-hLO-2 inh – qHTS Assay for Inhibitors of 15-hLO-2 (15-human lipoxygenase 2); Polyunsaturated fatty acid lipoxygenase ALOX15B (Homo sapiens), O15296; purified 15hLO-2, xylenol orange hydroperoxide absorbance; Potency, µM (titrated, usually from 57.1 µM), for the others: at the highest dose activity change, negative = inhibition, usual class: inhibitors; 0.56% of 110,000 active; AID 881, 2007; also: potency is read from the fitted curve at half-maximal effect; nearly all actives have a fitted effect of over 60% in size; many of its hits are not listed in these tables
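Enzyme 50 nM, AA 45 uM, 25 mM Hepes pH 7.5 + 0.01% Triton X-100; cpd preinc 15 min RT, rxn 90 min RT; stop/detect with 200 uM XO + 300 uM Fe(II) in 50 mM H2SO4, 30 min; A573/A405.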
PNC inhibitor – High Content Assay for Compounds that inhibit the Assembly of the Perinucleolar Compartment; PC3M PTB-GFP, PNC prevalence imaging, 16 h; hits give low values; activity change (PNC), negative = inhibition, % at 10 µM; 3.1% of 140,000 active;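 active = readout at or below -70, meaning at least 70% loss of cells showing the perinucleolar compartment, a nuclear body marking cancer cells; inconclusive = readout between -30 and a set limit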;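 also: plate controls were DMSO wells for no effect and camptothecin positive control wells for full effect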
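Read-out is percentage of cells bearing a perinucleolar compartment, from automated 20x imaging of fixed, Hoechst-stained PC3M PTB-GFP cells. Cells were seeded 4 h, then exposed 16 h to compound (23 nl of library stock) in duplicate plates.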
The depositor's hits bear a star; ? = inconclusive; . = not tested or not shown; [ ] = another dose, or the depositor's remark. Unless noted, calls follow the shape of the dose curve; as a rule, active = well fitted curve in the direction sought with a large enough effect; inconclusive = small, poorly fitted or top-dose-only effect, or another doubt; inactive = no such curve, though single readings can be large; an effect the other way counts as inactive or inconclusive. Unless noted, % is scaled to controls: 0 for no effect and ±100 for the full control effect. Compounds as they come; any-hit rate near 3.1%.

SMILES	IMPase inh	ALOX12 inhib	15-hLO-2 inh	PNC inhibitor
CC(=O)c1cccc(NC(=O)Nc2cc3sccc3n2C)c1	6	-3%	-21%	-22
Oc1ccc(/C=N/Nc2cccc3cccnc23)c(O)c1	-1	-17%	?	-11
O=C(Nc1ccc2c(c1)nc1n2CCSC1)c1ccccc1	-10	7%	-4%	?
CC(C)Nc1nc(Cl)nc(N(C#N)CN2C(=O)c3ccccc3C2=O)n1	.	-1%	.	3
c1ccc2c(c1)nc1sccn12	-1	2%	1%	?
O=C1CC(c2ccccc2)n2nc(NC(=O)C3CCCO3)nc2N1 (stereo unspecified)	-11	-5%	-6%	-13
COc1ccc(-n2c(-c3ccc(Br)cc3)c[n+]3c2CCc2ccccc2-3)cc1	.	-3%	.	-134*
CSC1=C(C#N)C(c2ccccc2Cl)C2=C(CCCC2=O)N1 (stereo unspecified)	8	5%	1%	-7
COc1ccc(S(=O)(=O)N2CCOCC2)cc1NC(=O)CSc1n[nH]c(=O)n1C1CC1	-4	-1%	.	27
Cc1ccc(S(=O)(=O)CCC(=O)OC(C)C(=O)c2c(C)[nH]c3ccccc23)cc1 (stereo unspecified)	.	-5%	.	55
C=C(C)c1cccc(C(C)(C)NC(=O)N2CCCC(C(N)=O)C2)c1 (stereo unspecified)	5	-1%	0%	7
CC(=O)OCC(=O)[C@@]1(O)[C@H](OC(C)=O)C[C@H]2[C@@H]3CCC4=CC(=O)C=C[C@]4(C)[C@@]3(F)[C@@H](O)C[C@@]21C	.	-1%[0.00818 µM]	12%[0.0915 µM]	.
CCCn1c2ccccc2c2nnc(SCC(=O)Nc3c(C)n(C)n(-c4ccccc4)c3=O)nc21	-1	0%	.	?
O=c1cc(CSc2nnc(-c3ccccc3)o2)c2ccccc2[nH]1	-7	2%	.	12
C=CCNc1ncnc2c1cnn2-c1ccc(C)cc1C	-2	-11%	0%	6
CCOC(=O)C1CCN(C(=O)COC(=O)COc2ccccc2OC)CC1	-5	0%	2%	20
CCOc1cc(N2CCOCC2)c(OCC)cc1NC(=O)COC(=O)c1cc(C)cc(C)c1	0	1%	.	-12
N#Cc1cccc(CSc2nnc(CCCO)n2-c2ccccc2)c1	3	-2%	8%	?
Cc1ccc2nc(C3CCCN(C(=O)NCc4ccccc4)C3)[nH]c2c1 (stereo unspecified)	10	2%	23%	42
CN(C)S(=O)(=O)c1ccc(C(=O)OCC(=O)Nc2sc3c(c2C#N)CCCCC3)cc1	.	3%	.	54
O=C(CCSc1ccccc1)NCCSCc1ccco1	3	5%	.	-24
N#CC1(C#N)C2=C(CCCC2)NC(c2ccccc2)C1(C#N)C#N (stereo unspecified)	5	-22%	-14%	5
CC1(Cn2ccnn2)[C@H](C(=O)O)N2C(=O)C[C@H]2S1(=O)=O (stereo partly specified)	.	1%[0.00818 µM]	11%[0.0915 µM]	.
N#CC1=C(N)Oc2n[nH]c(-c3ccccc3)c2C1c1cccc(OC(=O)N2CCOCC2)c1 (stereo unspecified)	-1	-8%	-16%	8
CC(C)(C)c1cnnn1-c1ccc(/C=N/Nc2ccc([N+](=O)[O-])cc2)cc1	-7	3%	.	2
CS(=O)(=O)NCC(c1cccnc1)N1CCN(c2ccc(F)cc2)CC1 (stereo unspecified)	-5	1%	.	-14
CCN(CC)C(=O)/C(=C/c1ccc2c(c1)OCO2)NC(=O)c1ccc(Br)cc1	.	-1%	.	51
CCC(=O)Nc1c(C)ccc2nsnc12	5	-4%	6%	3
COCCNC(=S)N/N=C(\C)c1ccc2cc(OC)ccc2c1	.	?	.	-27
Clc1ccccc1CSc1nnc(-c2ccco2)c(-c2ccco2)n1	4	?	?	18
CC(=O)CC(c1ccccc1)S(=O)(=O)c1ccc(C)cc1 (stereo unspecified)	-2	-5%	-5%	-10
CN(C)C(=O)c1cc(S(=O)(=O)N(C)C)c(Cl)cc1N1CCCC1	4	-7%	-2%	26
CCc1ccc2c(CN3CCN(S(=O)(=O)c4cccs4)CC3)cc(=O)oc2c1	-11	-3%	.	?
CC1Cc2ccccc2N1S(=O)(=O)c1cccc(C(=O)NC2CC2)c1 (stereo unspecified)	6	6%	-6%	-29
CN(C)CCCNC(=O)c1ccccn1	-3	3%	2%	22
CCSC1=C(C#N)C(c2cccc(OC)c2)CC(=O)N1 (stereo unspecified)	-10	0%	-2%	?
CCOc1ccc(CNC(=S)N/N=C/c2ccc(OC)c(OC)c2)cc1	3	?	.	?
Cc1noc(/C=C/N(C)C)c1S(=O)(=O)N1CCCC(C(=O)N2CCCCC2)C1 (stereo unspecified)	4	-4%	1%	-4
CCOC(=O)c1c(C)[nH]c(C(=O)CSc2ccc(Cl)cc2)c1C	10	2%	1%	-17
O=C(COC(=O)Cc1ccc(Cl)cc1)Nc1ccccc1-c1ccccc1	-6	2%	.	54
COc1ccc(N2C(=O)C(Cl)=C(N3CCCC(C)C3)C2=O)cc1 (stereo unspecified)	7	-5%	-12%	?
COc1ccc(N(C(=O)c2ccco2)C(C(=O)NC2CCCC2)c2ccc(N(C)C)cc2)cc1 (stereo unspecified)	-2	-1%	-9%	-24
O=C(CCn1nnc2ccccc21)Nc1nnc(COc2ccc(F)cc2)s1	?	-2%	-14%	34
COc1ccc(-n2nnnc2SCC(=O)Nc2ccc3c(c2)OCCO3)cc1OC	-2	-3%	?	?
Cc1cc(=O)oc2ccc(OCC(=O)NCc3ccco3)cc12	3	11%	2%	-16
O=C(Cn1cnc2ccccc2c1=O)NCC(=O)N1CCN(Cc2ccc3c(c2)OCO3)CC1	6	-1%	2%	17
Cc1cc(C)c[n+](C2=C([O-])c3ccccc3C(=O)/C2=N\S(=O)(=O)c2cccs2)c1	12	-1%	.	47
O=S(=O)(NCc1ccccn1)c1cccc2nsnc12	2	-5%	-3%	12
COc1cc(NC(=O)C(C)Oc2ccccc2)c(C(=O)O)cc1OC (stereo unspecified)	7	-2%	-2%	?
COc1ccc(CSc2nnnn2C)cc1[N+](=O)[O-]	2	1%	1%	28
O=C(NCCc1cccs1)C1CC(c2ccccc2[N+](=O)[O-])=NO1 (stereo unspecified)	1	-2%	-7%	-28
Cc1cc(C(=O)Oc2cccnc2)ccc1[N+](=O)[O-]	.	-2%	.	36
O=C1OCCN1C(=O)[C@H]1[C@H](c2ccccc2)C(c2cccc(Cl)c2)=NN1c1ccc(Br)cc1	.	-6%[0.00818 µM]	-15%[0.0915 µM]	.
CCOC(=O)C1CCN(C(=O)Nc2ccc3c(c2)nc(C)n3C)CC1	-2	1%	1%	37
CCOc1ccc(NS(=O)(=O)c2ccc(OC)c(NC(=O)c3ccc4c(c3)OCCO4)c2)cc1	.	-3%	.	-6
C=CCN1CCN(C(c2ccc(Cl)cc2)c2nnnn2CCc2ccc(OC)c(OC)c2)CC1 (stereo unspecified)	-8[1.84 µM]	2%	3%[11.4 µM]	40
CCn1cc(C(=O)NCc2ccccc2OC)c(=O)c2cc(S(=O)(=O)N(C)C)ccc21	-4	-2%	-6%	20
O=C(NC(=S)Nc1ccc(N2CCCCC2)c(Cl)c1)c1ccc2c(c1)OCCO2	7	?	10µM*	?
CCOC(=O)c1ccc(Oc2cc(C)nc(SC)n2)cc1	9	-1%	?	-100*
c1ccc(COc2ccc(OCCN3CCCCC3)cc2)cc1	.	-8%	.	6
Carrying on.
SMILES	IMPase inh	ALOX12 inhib	15-hLO-2 inh	PNC inhibitor
C=CCN=c1sc(C(=O)OC)cc(=O)n1CC=C	3	-1%	-5%	9
Cc1[nH]c(=O)[nH]c(=O)c1S(=O)(=O)N1CCC(C(=O)N2CCN(Cc3ccccc3)CC2)CC1	0	2%	0%	5
O=C(c1ccc(Cl)c([N+](=O)[O-])c1)N(Cc1ccc(Cl)cc1)C1CCS(=O)(=O)C1 (stereo unspecified)	.	1%	.	-7
CCN(CC)C(=O)c1csc(Nc2ccc(C)cc2)n1	-1	1%	-11%	27
Cc1ccc(NC(=O)CCc2c(C)nc3ncnn3c2C)nc1	-1	6%	-6%	?
O=C(Nc1ccccc1N1CCN(C(=O)c2ccccc2)CC1)c1cc2ccccc2o1	-8	-6%	-1%	?
COc1ccccc1C(=O)NNC(=S)NC(=O)c1sc2ccccc2c1Cl	.	1%	.	-25
O=C(Cn1c(=O)oc2cc(S(=O)(=O)N3CCOCC3)ccc21)N1CCc2ccccc2C1	-5	2%	-5%	1
O=C1C2C3C=CC(C2C(=O)N1CCCO)C1C2C(=O)N(CCCO)C(=O)C2C31 (stereo unspecified)	-2	1%	5%	17
COc1cccc(/C=N/NC(=O)CN2CC(c3ccccc3)CC2=O)c1O (stereo unspecified)	.	-4%	.	25
CC(=O)c1cccc(NS(=O)(=O)c2ccc(N/C=C\C(=O)c3ccc(F)cc3)cc2)c1	9	-6%	-14%	?
CCn1c(Cc2ccccc2)nnc1SCC(=O)Nc1ccccc1N1CCOCC1	10	4%	.	-23
Nc1c(Cl)ncnc1N/N=C/c1ccnc2ccccc12	.	-5%	.	?
CCOC(=O)c1cnc2ccc(C)cc2c1Sc1ccccc1	3	-6%	-1%	?
O=C1Nc2ccccc2C12OCCCO2	-10	0%	-2%	-18
O=C(c1cnccn1)N1CCC2(CC1)CN(c1ncccn1)C2	.	4%	3%	.
CCCn1c(-c2ccc(F)cc2)nc2c(NCCCCN(C)C)nc(C)nc21	.	-5%	2%	.
COc1cc(O)c(C(=O)O)c(O)c1	.	-2%	7%	.
COc1ccc(CCNC(=O)c2nnc(Cc3c(F)cccc3Cl)o2)cc1OC	1	-2%	0%	10
Cc1ccc(OCCCC(=O)NCc2ccco2)cc1	5	-8%	0%	57
COC(=O)N1CCN(c2ccc(C(C)=O)cc2)CC1	-6	0%	0%	3
O=C(Nc1cccc2c1CCCC2)C1CCCN(S(=O)(=O)c2cccc3nonc23)C1 (stereo unspecified)	9	-5%	-8%	-22
Cc1ccc(N2CCN(C(=O)CN3C(=O)c4ccccc4C3=O)CC2)cc1	1	2%	-4%	?
O=c1cnc2cnc(Oc3cccc(Cl)c3)nc2n1Cc1ccc(F)cc1	.	-10%	-15%	.
O=C1Nc2c(c(=O)[nH]c(=O)n2-c2ccccc2F)C(C(F)(F)F)(C(F)(F)F)N1	13	0%	.	?
Cc1cc(C)cc(N(C(=O)CNC(=O)c2ccco2)C(C(=O)NC2CCCC2)c2cccnc2)c1 (stereo unspecified)	-7	1%	4%	-27
CCOC(=O)/C(C(N)=NC(C)C)=C(\O)c1ccccc1	-9	7%	.	-25
COc1ccc([N+](=O)[O-])cc1NC(=O)Cc1ccc(C)cc1	.	0%	.	3
COCC(C)n1c(SCc2ccc(C(=O)OC)o2)nc2ccccc2c1=O (stereo unspecified)	1	-6%	2%	2
Nc1nc(Cl)cc(N2CCOCC2)n1	-4	-3%	-4%	17

Structural class, the entries above with two or more sulfur atoms (7)
SMILES	IMPase inh	ALOX12 inhib	15-hLO-2 inh	PNC inhibitor
COc1ccc(S(=O)(=O)N2CCOCC2)cc1NC(=O)CSc1n[nH]c(=O)n1C1CC1	-4	-1%	.	27
CN(C)S(=O)(=O)c1ccc(C(=O)OCC(=O)Nc2sc3c(c2C#N)CCCCC3)cc1	.	3%	.	54
O=C(CCSc1ccccc1)NCCSCc1ccco1	3	5%	.	-24
CCc1ccc2c(CN3CCN(S(=O)(=O)c4cccs4)CC3)cc(=O)oc2c1	-11	-3%	.	?
Cc1cc(C)c[n+](C2=C([O-])c3ccccc3C(=O)/C2=N\S(=O)(=O)c2cccs2)c1	12	-1%	.	47
O=S(=O)(NCc1ccccn1)c1cccc2nsnc12	2	-5%	-3%	12
COc1ccccc1C(=O)NNC(=S)NC(=O)c1sc2ccccc2c1Cl	.	1%	.	-25

Screening results from PubChem.
